# IDE cell inh = human IDE inhibitors in live cells, primary screen, fluorescence polarization, HEK cells, FAbetaB substrate | inhibition, % at 5.59 µM | Insulin-degrading enzyme (Homo sapiens), P14735 | FAbetaB cleavage | AID 434962, 2010 | 320,000 tested, 0.41% active;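 active = percent inhibition above the average of all tested compounds plus 3 SD, set per screening campaign, cut at about 16% in these data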;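 also: IDE supplied by intact live HEK cells; FP after avidin binding of uncleaved biotin substrate so inhibition keeps polarization high; 0% = DMSO wells and 100% = 60 µM reference IDE inhibitor Ii1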
# Target sequence (P14735 whole entry, looked up): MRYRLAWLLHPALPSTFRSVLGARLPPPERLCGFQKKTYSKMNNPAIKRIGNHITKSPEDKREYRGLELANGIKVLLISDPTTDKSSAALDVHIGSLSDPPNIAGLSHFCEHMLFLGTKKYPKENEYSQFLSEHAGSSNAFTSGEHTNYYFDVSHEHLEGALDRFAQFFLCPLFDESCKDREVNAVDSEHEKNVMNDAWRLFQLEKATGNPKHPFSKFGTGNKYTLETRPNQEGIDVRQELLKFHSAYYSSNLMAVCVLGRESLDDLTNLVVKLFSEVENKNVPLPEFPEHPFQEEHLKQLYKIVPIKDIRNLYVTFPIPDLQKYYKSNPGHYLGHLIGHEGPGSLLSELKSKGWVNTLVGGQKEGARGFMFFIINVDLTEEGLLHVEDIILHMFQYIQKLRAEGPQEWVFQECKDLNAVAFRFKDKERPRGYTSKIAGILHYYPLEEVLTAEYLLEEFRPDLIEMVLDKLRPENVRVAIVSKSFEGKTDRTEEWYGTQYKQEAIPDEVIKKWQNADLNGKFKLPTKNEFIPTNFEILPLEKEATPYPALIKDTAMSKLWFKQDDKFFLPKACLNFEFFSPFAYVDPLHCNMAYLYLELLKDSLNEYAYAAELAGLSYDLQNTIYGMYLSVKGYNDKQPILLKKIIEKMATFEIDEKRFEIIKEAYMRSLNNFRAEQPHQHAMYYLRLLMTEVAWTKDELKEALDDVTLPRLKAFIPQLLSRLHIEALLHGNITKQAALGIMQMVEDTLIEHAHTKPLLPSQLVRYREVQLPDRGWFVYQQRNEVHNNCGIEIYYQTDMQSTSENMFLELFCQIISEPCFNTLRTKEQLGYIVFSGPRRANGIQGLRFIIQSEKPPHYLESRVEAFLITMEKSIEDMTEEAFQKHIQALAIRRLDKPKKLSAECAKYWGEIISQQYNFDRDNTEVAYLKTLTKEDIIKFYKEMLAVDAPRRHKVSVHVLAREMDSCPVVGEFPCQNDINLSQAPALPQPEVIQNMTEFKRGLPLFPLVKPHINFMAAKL
# IDE cell activ = human IDE activators in live cells, primary screen, fluorescence polarization, HEK cells, FAbeta-B substrate; FAbeta-B cleavage; 0% vehicle, 100% cell-free pure enzyme wells; AID 493087, 2011; activation, % at 5.96 µM; 340,000 tested, 0.073% active;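 active = activation above the mean of all tested compounds plus 3 SD, set per screening campaign, cut at about 17% in these data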
# MEKK3 PB1 HTS = modulators of MEKK3-MEK5 PB1 binding, primary screen, biochemical, wildtype MEKK3, multiplex bead flow cytometry, Alexa488-MEK5 | Mitogen-activated protein kinase kinase kinase 3 (Homo sapiens), Q99759 | bead-based flow cytometry, Alexa488-MEK5 binding to MEKK3; actives lie on both sides; 0 = blocked by unlabeled MEK5, 100 = vehicle | binding response (% of control), % at 10 µM | 290,000 tested, 1.4% active;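 active = binding response more than 3 SD above or below the average of its plate-row segment, actives on both sides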;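 also: Alexa488 bead fluorescence after subtracting the streptavidin-only scavenger bead signal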
# SUMO HTRF inh = inhibitors of in vitro SUMOylation cascade, primary screen, biochemical, HTRF, uHTS | HTRF SUMOylation assay, SAE1/SAE2 + UBC9 | inhibition, % at 35 µM | 290,000 tested, 0.36% active; in the data active = inhibition above about 50%, passing the limit was not always enough; also: strong numbers were not always called active
# MEKK2mut PB1 HTS = MEK5 binding signal on mutant MEKK2 PB1, primary screen, biochemical, multiplex bead flow cytometry, Alexa488-MEK5 | Alexa488-MEK5 binding to MEKK2 mutant | percent response, % at 10 µM | 290,000 tested, 0.35% active | AID 1530, 2009; in the data active = percent response above about 24%, passing the limit was not always enough; also: inactives centre near 1; some results filed as inactive read as strong as hits; reference of the scale not given here
# pCIP destab = p/CIP-EGFP fusion destabilizers, primary screen, fluorescence, F442A cells. Q05BA5. 16 h. decrease of EGFP signal, % at 10 µM. 290,000 tested, 0.01% active. AID 1984, 2009;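 active = EGFP signal decrease of at least 30% at 10 µM or well 3 SD below plate mean, unless failing retest; inactive = the rest, including hits failing retest or dose response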; also: some compounds called inactive have numbers as strong as hits; many of its hits are not listed in these tables
# PfM18AAP inh = PfM18AAP inhibitors, malaria aminopeptidase, primary screen, biochemical, QFRET, recombinant enzyme; AID 1822, 2009; H-Glu-NHMec fluorogenic cleavage; 290,000 tested, 1.2% active; inhibition, % at 7.35 µM;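 active = inhibition above the campaign mean inhibition over all tested compounds plus 3 SD, cut at about 28% in these data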;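 also: 0% = plate median of test compound wells and 100% = 2 mM ZnCl2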
# NALP1 yeast inh = NALP1 inflammasome inhibitors in reconstituted yeast, colorimetric, S. cerevisiae, triplicate retest | inhibition, % at 10 µM | 280,000 tested, 0.61% active | S. cerevisiae NALP1/ASC/caspase-1 growth, X-gal OD620, 72 h | AID 2071, 2009; in the data active = inhibition mostly above about 24%, no sharp cut-off; inactive = mostly below about 32%; also: some compounds called inactive have numbers as strong as hits
# MEKK2wt PB1 HTS = modulators of MEK5 binding to wildtype MEKK2, primary screen, biochemical, multiplex bead flow cytometry, Alexa488-MEK5 | Mitogen-activated protein kinase kinase kinase 2 (Homo sapiens), Q9Y2U5 | Alexa488-MEK5 binding to MEKK2 WT; actives lie on both sides | binding response (% of control), % at 10 µM | 290,000 tested, 1.1% active | AID 1531, 2009; in the data active = binding response below about 67% or above about 130%
# An asterisk follows results filed as active; x = no result given; [ ] = remark or other dose. Only part of the results is shown. The share of hits here may be higher or lower than overall.
1: CCOC(=O)C1=C(N)OC2=C(C(=O)CC(C)(C)C2)C1c1ccc(C)s1 (stereo not given)
2: O=C(NCc1ccccc1Cl)c1ccc2nnsc2c1
3: CC1(c2ccco2)NC(=O)NC1=O (stereo not given)
4: C/C(=N\OC(=O)c1c(-c2c(F)cccc2Cl)noc1C)c1nccs1
5: OCC1(CCc2ccccc2)CCN(C/C=C/c2ccccc2)CC1
6: CCOc1ccc(CCNC(=O)COC(=O)c2cc(S(=O)(=O)N3CCOCC3)ccc2F)cc1OCC
7: CCOCCCNCC(O)c1ccccc1 (stereo not given)
8: CCOC(=O)c1csc(NC(=O)CN2CCOCC2)n1
9: COc1ccccc1-n1cnnc1SCC(=O)c1ccc[nH]1
10: COc1ccc(C2NC(C(=O)O)Cc3c2[nH]c2ccccc32)cc1OC (stereo not given)

screen / no.	1	2	3	4	5	6	7	8	9	10
IDE cell inh	8	-4	6	4	-1	x	2	3	-2	2
IDE cell activ	-4	8	-1	-3	8	4	-2	4	0	4
MEKK3 PB1 HTS	110	99	103	88	98	96	162*	85	106	109
SUMO HTRF inh	-12	3	-17	-30	6	-3	3	19	-4	24
MEKK2mut PB1 HTS	0	-7	9	-7	7	-5	2	-5	6	2
pCIP destab	13	0	0	-10	-6	-8	-2	-6	0	-16
PfM18AAP inh	1	-1	0	-4	-5	-7	-3	1	14	-3
NALP1 yeast inh	-4	-6	-80	1	12	20	19	-2	5	14
MEKK2wt PB1 HTS	105	97	109	86	107	95	116	91	107	108

11: O=C1NCCCN1Cc1ccc(F)cc1Cl
12: O=C(O)c1ccc(N=Nc2c(O)[nH]c3ccccc23)cc1
13: O=C(Nc1nc(-c2ccccc2)cs1)C1COc2ccccc2O1 (stereo not given)
14: CN(C)CCCN(C(=O)CCc1ccccc1)c1nc2ccc(Cl)cc2s1
15: O=C(Cc1ccc(S(=O)(=O)N2CCCCC2)s1)Nc1ccc(F)c(F)c1
16: Cc1cc(C)c(C)c(S(=O)(=O)N2CCN(CC(=O)Nc3ccc([N+](=O)[O-])cc3)CC2)c1C
17: O=S(=O)(c1ccc(F)cc1)N1CCN(c2ccc(F)cc2)CC1
18: COc1ccc(-c2nn(C)c(=O)c3ccccc23)cc1CNC(=O)CN1CCOCC1
19: O=c1[nH]c2ccccc2c(=O)n1Cc1ccccc1
20: CN(Cc1ccccc1)C1CCN(Cc2ccccc2[N+](=O)[O-])CC1

screen / no.	11	12	13	14	15	16	17	18	19	20
IDE cell inh	x	1	1	-7	2	5	6	8	7	-2
IDE cell activ	0	-6	8	0	-3	-2	1	x	8	3
MEKK3 PB1 HTS	97	106	108	114	104	94	101	104	105	102
SUMO HTRF inh	5	-6	-13	-14	-32	5	-7	x	21	25
MEKK2mut PB1 HTS	3	-4	7	43	2	0	11	7	7	9
pCIP destab	18	0	-4	-2	8	-4	3	x	-8	-12
PfM18AAP inh	1	25	2	2	5	2	0	4	1	-4
NALP1 yeast inh	4	5	4	64*	23	26	11	x	16	-45
MEKK2wt PB1 HTS	94	100	109	164*	111	104	101	110	108	105

21: O=C(CCCn1c(=S)[nH]c2cc3c(cc2c1=O)OCO3)N1CCN(c2ccccc2)CC1
22: CCCC(=O)n1nc(NCc2ccc(OC)cc2)nc1NCc1ccc(OC)cc1
23: Clc1ccc(-c2n[nH]c3c2Cc2ccccc2-3)cc1Cl
24: Cc1ccc(S(=O)(=O)Nc2nc3n(n2)C(c2ccc(Cl)cc2)CC(=O)N3)cc1 (stereo not given)
25: CN1C(=O)c2cccc3c(S(=O)(=O)N4CCCC4C(=O)O)ccc1c23 (stereo not given)
26: Fc1ccccc1Cn1c2[n+](c3ccc(C(F)(F)F)cc31)CCCCC2
27: CC(c1nnc(SCC(=O)N2CC(=O)Nc3ccccc32)n1Cc1ccccc1)N(C)C (stereo not given)
28: Cc1c(Cl)cccc1NC(=O)CCCn1nc([N+](=O)[O-])cc1C
29: COc1ccccc1N(CC(=O)NC1CCCC1)C(=O)CCCC(=O)Nc1ccccn1
30: Clc1ccccc1Sc1cnc2ccccc2n1

screen / no.	21	22	23	24	25	26	27	28	29	30
IDE cell inh	-3	1	6	9	-1	2	1	3	x	0
IDE cell activ	1	3	x	-2	3	3	4	3	3	-4
MEKK3 PB1 HTS	100	97	110	97	102	102	102	98	102	105
SUMO HTRF inh	0	1	2	25	31	6	16	-3	-3	2
MEKK2mut PB1 HTS	0	-7	2	1	0	-2	4	-2	-2	5
pCIP destab	-14	-1	9	-8	-10	-10	3	4	-3	-10
PfM18AAP inh	10	2	0	-7	-15	0	-2	-5	-2	3
NALP1 yeast inh	-10	-7	-1	-13	24	0	7	0	0	-15
MEKK2wt PB1 HTS	93	105	102	99	100	97	104	102	101	107

31: O/N=C(\CN1CCCCC1)c1ccccc1
32: CCOC(=O)CCSc1nc2c(c(C(F)(F)F)c1C#N)CCC2
33: COC(=O)CCC(=O)Nc1ccc(Cl)c(Cl)c1
34: CCCN1CCN(C(=S)Nc2ccccc2C(F)(F)F)CC1
35: CCn1c(SCC(=O)Nc2ccc(C)cc2)nc2sc3c(c2c1=O)CCN(C)C3
36: CC1=C(C(=O)Nc2ccccc2)C(c2sccc2C)n2nnnc2N1 (stereo not given)
37: CC(=O)Nc1ccc(NC(=O)C2C3C=CC(C3)C2C(=O)O)cc1 (stereo not given)
38: Cc1ccc(O)c(-c2cc(C(F)(F)F)[nH]n2)c1
39: CCN(CC)S(=O)(=O)c1ccc(OCC(=O)NCc2ccco2)cc1
40: CCOC(=O)c1cc(-c2ccccc2)n(CC(=O)Nc2cc(OC)cc(OC)c2)c1C

screen / no.	31	32	33	34	35	36	37	38	39	40
IDE cell inh	1	-2	-1	-2	1	x	-1	-2	-4	-4
IDE cell activ	1	1	4	-1	-3	x	-1	0	6	8
MEKK3 PB1 HTS	108	102	103	94	98	x	105	102	90	100
SUMO HTRF inh	9	-1	16	3	-8	-4	10	10	-13	-9
MEKK2mut PB1 HTS	19	2	7	2	3	x	11	-1	-15	0
pCIP destab	-6	-7	-25	9	8	-4	-6	15	-9	-14
PfM18AAP inh	-8	-1	-5	-2	11	7	-16	5	-2	1
NALP1 yeast inh	10	13	5	34	25	-13	10	-1	-6	35
MEKK2wt PB1 HTS	107	105	103	99	103	x	110	98	90	115

# Part of the list above, showing only IDE cell inh and pCIP destab:
No. | molecule | IDE cell inh | pCIP destab
37 | CC(=O)Nc1ccc(NC(=O)C2C3C=CC(C3)C2C(=O)O)cc1 (stereo not given) | -1 | -6
38 | Cc1ccc(O)c(-c2cc(C(F)(F)F)[nH]n2)c1 | -2 | 15
39 | CCN(CC)S(=O)(=O)c1ccc(OCC(=O)NCc2ccco2)cc1 | -4 | -9

# Other structures follow.
41: Cc1cc(C)n(-c2ccc(C(=O)Nc3cc(C(F)(F)F)ccc3N3CCOCC3)cc2)n1
42: COc1ccc(-c2c(C)n([O-])c3c([n+]2=O)CCCCC3)cc1
43: CC1CN(c2oc(Cc3cccc4ccccc34)nc2C#N)CC(C)O1 (stereo not given)
44: Cc1ccc(Nc2nc(CSc3n[nH]c(N)n3)cs2)cc1
45: CCCc1cc(=O)[nH]c(=S)[nH]1
46: COc1ccc(-c2nnc(NC(=O)c3ccccc3[N+](=O)[O-])s2)c(OC)c1
47: CCOC(=O)c1c(-c2ccc(C)cc2)csc1NC(=O)CCN1CC(C)OC(C)C1 (stereo not given)
48: CC(=O)c1ccccc1OCCOCCOCCOc1ccccc1C(C)=O
49: COc1ccc(NC(=O)CCS(=O)(=O)c2cc3c(cc2Cl)NC(=O)CO3)cc1OC
50: Cc1nc2cc(CO)ccc2s1

screen / no.	41	42	43	44	45	46	47	48	49	50
IDE cell inh	4	2	6	-2	6	5	2	-2	3	2
IDE cell activ	1	4	2	-7	-5	2	8	-1	7	3
MEKK3 PB1 HTS	107	135*	103	100	87	101	114	89	100	105
SUMO HTRF inh	-1	12	14	8	11	16	-12	13	16	-4
MEKK2mut PB1 HTS	13	-1	9	-2	1	-2	21	-12	-1	4
pCIP destab	-8	-2	-18	5	-2	-9	-11	-1	4	-16
PfM18AAP inh	-3	-10	9	29*	44*	-1	-9	-9	1	1
NALP1 yeast inh	1	20	-3	-7	22	18	32	-2	-10	8
MEKK2wt PB1 HTS	106	104	103	95	99	96	125	81	99	104

51: CCc1nc2oc3ccccc3c(=O)c2c(=O)n1CCOC
52: O=C(Nc1ccc(OC(F)F)c(Cl)c1)c1cccc(OC(F)F)c1
53: CCCOC(=O)c1ccc(NC(=O)CCC(=O)OCC)cc1
54: Cc1ccc2[nH]c(=O)c3cc(C(=O)NCCN4CCN(C)CC4)sc3c2c1
55: Cc1ccc2nc(N3CCCCC3)c(C=O)c(=O)n2c1
56: CSc1ccc(CNC2CC2)cc1
57: COc1ccc(-c2noc(CN(C(=O)c3cccs3)C(C)C)n2)cc1
58: CCn1c(=NC(=O)CSC(C)=O)sc2cc(F)ccc21
59: CCc1cc(-c2n[nH]c(=S)n2Cc2ccccc2)cs1
60: O=c1c(-c2ccccc2)c(-c2ccccc2)oc2cc(O)cc(O)c12

screen / no.	51	52	53	54	55	56	57	58	59	60
IDE cell inh	5	-6	3	5	-3	-7	3	12	-3	-2
IDE cell activ	3	1	-4	-8	x	5	-1	-3	-21	4
MEKK3 PB1 HTS	105	106	100	97	104	99	102	91	x	102
SUMO HTRF inh	10	-20	-4	17	4	-18	-16	18	2	-5
MEKK2mut PB1 HTS	1	27	2	2	1	2	-2	-13	x	-6
pCIP destab	-7	-4	10	-2	-17	1	-12	-16	-1	-6
PfM18AAP inh	0	1	2	8	3	-4	4	7	13	7
NALP1 yeast inh	2	-18	-1	19	3	9	-11	30	-24	-10
MEKK2wt PB1 HTS	104	151*	99	98	102	100	96	96	x	101

61: CC1(OC(=O)C2CCCC2)C(=O)C=C2C=C(c3ccsc3)N(C3CCCC3)C=C2C1=O (stereo not given)
62: COCCCNC(=O)C1CCN(S(=O)(=O)c2c(C)noc2/C=C\c2ccc(OC)cc2)CC1
63: Cc1ccc(S(=O)(=O)NCCN=Cc2ccc(N(C)C)cc2)cc1
64: OC(COCc1ccc(Cl)cc1)CN1CCCCC1 (stereo not given)
65: COc1ccccc1C(=O)Nc1ccc2c(c1)nc(CCNC(C)=O)n2C
66: COC(=O)CSc1nnc(COc2cccc3ccccc23)o1
67: COc1ccc(C(=O)N(Cc2nc(-c3ccc(C)cc3)no2)C2CCCCC2)cc1OC

screen / no.	61	62	63	64	65	66	67
IDE cell inh	1	5	-2	-5	0	1	0
IDE cell activ	-4	1	0	10	2	-2	6
MEKK3 PB1 HTS	86	99	99	97	102	116	113
SUMO HTRF inh	-13	5	6	-7	-2	7	-6
MEKK2mut PB1 HTS	3	-2	-1	-6	2	28*	0
pCIP destab	-2	4	-5	-7	-1	-8	-4
PfM18AAP inh	x	-8	6	-8	-1	9	3
NALP1 yeast inh	x	17	18	14	9	8	3
MEKK2wt PB1 HTS	88	101	61*[inhibitor]	97	105	117	105

# Source: PubChem (several laboratories)
